TDP1 cell CPT: DT40-hTDP1 cell growth loss with CPT; 12% of 420,000 active; chicken DT40 Tdp1-/-;hTDP1 cells + 20 nM CPT, ATP luminescence, 48 h; Potency, µM (top dose mostly 46.2 µM), for inactives: at the highest dose activity change, negative = growth inhibition, hits mostly inhibitors; note: nearly all actives have a fitted effect of over 55% in size
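Cell growth measured by CellTiter-Glo luminescence after a minimum 48 h, 37 C compound exposure with 20 nM CPT in Tdp1-knockout DT40 cells stably expressing hTDP1, seeded 400/well; qHTS titration format.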
TDP1 block: TDP1 (human) enzyme inhibition. 0.28% of 350,000 active. recombinant TDP1, AlphaScreen DNA substrate cleavage. AID 485290. Potency, µM (series often up to 130 µM), for inactives: at the highest dose activity change, negative = inhibition, actives largely listed as inhibitors. Q9NUW8; note: nearly all actives have a fitted effect of over 40% in size
Target sequence (Q9NUW8 whole entry, looked up): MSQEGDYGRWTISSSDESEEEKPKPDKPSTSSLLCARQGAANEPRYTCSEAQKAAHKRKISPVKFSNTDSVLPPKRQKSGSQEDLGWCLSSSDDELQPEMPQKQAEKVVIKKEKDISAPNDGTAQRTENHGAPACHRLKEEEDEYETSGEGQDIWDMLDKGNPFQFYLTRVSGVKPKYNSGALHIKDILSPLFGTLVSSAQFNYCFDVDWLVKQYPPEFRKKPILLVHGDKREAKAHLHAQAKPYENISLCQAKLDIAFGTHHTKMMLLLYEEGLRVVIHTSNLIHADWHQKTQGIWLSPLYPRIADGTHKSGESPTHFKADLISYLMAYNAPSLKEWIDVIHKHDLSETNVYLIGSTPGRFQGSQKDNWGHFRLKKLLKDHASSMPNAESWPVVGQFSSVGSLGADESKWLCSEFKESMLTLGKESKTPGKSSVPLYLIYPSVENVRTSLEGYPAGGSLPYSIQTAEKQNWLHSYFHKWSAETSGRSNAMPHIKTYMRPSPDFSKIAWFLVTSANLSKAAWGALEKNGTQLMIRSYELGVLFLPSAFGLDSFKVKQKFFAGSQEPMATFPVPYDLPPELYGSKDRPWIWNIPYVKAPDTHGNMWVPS
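Signal: AlphaScreen proximity between streptavidin donor and anti-FITC acceptor beads on intact substrate. Reaction: Tdp1 1 nM, substrate 15 nM final, 5 min RT after 15 min compound preincubation.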
DT40 TDP1 no CPT: qHTS for Inhibitors of human tyrosyl-DNA phosphodiesterase 1 (TDP1): qHTS in cells in absence of CPT | 15% of 420,000 active | Potency, µM (series often up to 46.2 µM), for inactives: at the top dose activity change, negative = growth inhibition, hits mostly inhibitors | DT40 Tdp1-/- hTDP1 cells, no CPT, ATP luminescence, 48 h; note: nearly all actives have a fitted effect of over 55% in size
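Luminescent ATP content (CellTiter-Glo) served as the growth readout. Knockout chicken DT40 cells expressing human TDP1 were exposed to compounds without camptothecin for a minimum 48 hr at 37 °C.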
Starred values were filed as active, the others as inactive; ? = inconclusive; . = not tested or not shown; & = joins results of further samples; [ ] = remark or other dose. Calls come from the whole dose curve; as a rule, active = well fitted curve in the direction sought with a large enough effect; inconclusive = small, poorly fitted or top-dose-only effect, or another doubt; inactive = no such curve, though single readings can be large; an effect the other way counts as inactive or inconclusive. % is set by controls: 0 for no effect and ±100 for the full control effect; potency is the fitted concentration of half-maximal effect.

entry	canonical_smiles	TDP1 cell CPT	TDP1 block	DT40 TDP1 no CPT
1	O=C(O)c1cccc2c1/C(=N/Nc1ccc([N+](=O)[O-])cc1[N+](=O)[O-])c1ccccc1-2	-15%	.	-8%
2	COC(=O)c1sc(N2C(=O)C(O)=C(C(=O)c3ccc(C)o3)C2c2cccs2)nc1C (stereo not drawn)	3%	8%	10%
3	O=[N+]([O-])c1ccc2c(c1)C(N1CCOCC1)/C(=C/C1(O)CCCCC1)O2 (stereo not drawn)	1%	4%	?
4	COc1ccc(Cn2nnnc2C(c2ccc(C)cc2)N2CCN(C3CCCC3)CC2)cc1 (stereo not drawn)	16µM*	2%	9.2µM*
5	CCCCN(C)Cc1c(C)[nH]c2ccc(OCC)cc2c1=O	-24%	4%	-23%
6	C=CCSc1nnc2c(n1)OC(c1ccco1)Nc1ccccc1-2 (stereo not drawn)	-15%	6%	-11%
7	COc1cc(CN2CCC(n3nccc3NC(=O)c3ccccc3OC)CC2)ccc1F	?	0%	?
8	CCCCNC(=O)CNC(=O)c1nn(-c2ccc(OC)c(OC)c2)c(=O)c2ccccc12	-24%	.	?
9	O=C(Cc1cccs1)N1CCN(c2ccc(F)cc2)CC1	-1%	2%	?
10	CC(C)CCNC(=O)c1cc2c(=O)n3ccccc3nc2s1	0%	.	?
11	CC1CCN(CCC(=O)Nc2ccc(Br)cc2)CC1	-1%	.	-19%
12	Oc1ccccc1-c1cc(-c2ccc(Cl)cc2)n[nH]1	?	.	?
13	O=C(c1ccc(Nc2nc3ccccc3n3nnnc23)cc1)N1CCN(c2cccc(C(F)(F)F)c2)CC1	?	0%	18µM*
14	COc1ccc(CCC(=O)Nc2ccccc2C(F)(F)F)cc1	-6%	2%	-16%
15	O=C(NCc1ccco1)c1cc(-c2cccnc2)nc2ccc(Cl)cc12	?	2%	?
16	CC1C(=O)C(C)C(c2ccc([N+](=O)[O-])cc2)NC1c1ccc([N+](=O)[O-])cc1 (stereo not drawn)	?	5%	18µM*
17	CC(=O)Cc1nsc(NC(=O)c2ccc(F)cc2)n1	-16%	0%	0%
18	CC(=O)Nc1ccc(C(=O)N2CCCC(c3cc(C(=O)NCc4cccnc4)no3)C2)cc1 (stereo not drawn)	-20%	.	-15%
19	CN(C)CCCN(C(=O)c1ccc2c(c1)OCCO2)c1nc2ccccc2s1	?	5%	16µM*
20	Cc1cccc(N(Cc2cc3cc(C)ccc3[nH]c2=O)C(=O)c2cccs2)c1	?	4%	?
21	CCN(CC)S(=O)(=O)c1ccc(NC(=O)CN(c2ccc(OC)cc2OC)S(C)(=O)=O)cc1	-25%	1%	-22%
22	Cc1ccccc1NS(=O)(=O)c1cccc(-c2nnc(-c3ccccc3)o2)c1	-48%	4%	-39%
23	O=C(Oc1ccc2c(-c3ccccc3)cc(=O)oc2c1)C1CCCCC1	?	0%	?
24	O=C(CN1C(=O)c2ccccc2S1(=O)=O)Nc1ccc(S(=O)(=O)N2CCCCCC2)cc1	-22%	1%	2%
25	COc1ccc(S(=O)(=O)NNC(=O)Nc2ccc(F)cc2F)c(OC)c1	-18%	2%	-18%
26	CCCCC1(C2CCCC2)NC(=O)NC1=O (stereo not drawn)	-8%	.	-18%
27	CN1C/C(=C/c2ccncc2)C(=O)/C(=C/c2ccncc2)C1	?	12%	-29%
28	CCc1c(C(=O)c2ccc(Cl)cc2)oc2c(C)c3oc(=O)cc(C)c3cc12	-16%	4%	-8%
29	COc1cccc(CNC(=O)c2ccc3c(c2)nc2n3CCC(C)C2)c1OC (stereo not drawn)	-26%	3%	-17%
30	CN(C)c1nc(-c2cccnc2)nc2ccccc12	?	.	?

Another view of three compounds above:
14) COc1ccc(CCC(=O)Nc2ccccc2C(F)(F)F)cc1
  TDP1 cell CPT = -6%; TDP1 block = 2%; DT40 TDP1 no CPT = -16%

15) O=C(NCc1ccco1)c1cc(-c2cccnc2)nc2ccc(Cl)cc12
  TDP1 cell CPT = ?; TDP1 block = 2%; DT40 TDP1 no CPT = ?

16) CC1C(=O)C(C)C(c2ccc([N+](=O)[O-])cc2)NC1c1ccc([N+](=O)[O-])cc1 (stereo not drawn)
  TDP1 cell CPT = ?; TDP1 block = 5%; DT40 TDP1 no CPT = 18µM*

One compound at a time, as listed above:
Record of CN(C)c1nc(-c2cccnc2)nc2ccccc12 = TDP1 cell CPT: ?; TDP1 block: .; DT40 TDP1 no CPT: ?
Record of CC1C(=O)C(C)C(c2ccc([N+](=O)[O-])cc2)NC1c1ccc([N+](=O)[O-])cc1 (stereo not drawn) = TDP1 cell CPT: ?; TDP1 block: 5%; DT40 TDP1 no CPT: 18µM*

Later entries
entry	canonical_smiles	TDP1 cell CPT	TDP1 block	DT40 TDP1 no CPT
31	O=C(c1ccccc1)c1cc(F)c(N2CCOCC2)cc1Cl	-9%	-6%	-26%
32	CCOC(=O)c1cc(NC(=O)Nc2cc(C)ccn2)c(C)nc1C	-25%	6%	?
33	CCN(CC(=O)NCCc1ccc(S(N)(=O)=O)cc1)Cc1nc2ccccc2c(=O)[nH]1	21µM*	4%	?
34	CCn1c(=O)c2sccc2n(Cc2ccc(C)cc2)c1=O	-20%	.	-22%
35	COc1cc(NC(=O)c2ccccc2)c(OC)cc1NC(=O)Cc1ccc(Br)cc1	?	.	?
36	O=C(Nc1ccc2ccccc2c1)c1nc(S(=O)(=O)Cc2ccccc2F)ncc1Cl	0.71µM*	.	1.3µM*
37	CCC(C)NS(=O)(=O)c1ccc(OCC(=O)Nc2ccc(F)cc2F)cc1 (stereo not drawn)	7%	5%	-12%
38	COC1(NS(=O)(=O)c2ccc(Br)cc2)C(C)=CC(=O)C=C1C	13µM*	-2%	?
39	Cc1cc(=O)[nH]c(N=N/C(=N/Nc2ccc(O)cc2)c2ccccc2)n1	5.8µM*	?	6.5µM*
40	Cc1ccc(S(=O)(=O)NCC(c2ccco2)N2CCN(c3ccccc3F)CC2)cc1 (stereo not drawn)	?	0%	16µM*
41	Cc1ccc(Cl)cc1N1CCN(C(=O)c2cnc(N3CCOCC3)c3ccccc23)CC1	5.8µM*	3%	6.5µM*
42	CCCOc1cccc(C(=O)NCCCNC(=O)c2ccccn2)c1	-7%	0%	-5%
43	COc1ccccc1N1CCN(Cc2nnnn2CCc2ccccc2)CC1	-25%	9%	-21%
44	CC(=O)Nc1cccc(C(=O)OC(C)C(=O)N2CCc3ccccc32)c1 (stereo not drawn)	29µM*	.	4.1µM*
45	O=c1[nH][nH]c(=O)c2cc([N+](=O)[O-])ccc12	-13%&-18%	3%&7%	?
46	CC(C)CC1OC(C(C)C)Cc2[nH]c(=S)[nH]c(=O)c21 (stereo not drawn)	?	.	?
47	Cc1oc2c(CN(C)C)c(O)ccc2c(=O)c1-c1ccc2ccccc2n1	?	-4%	-1%
48	Cc1ccc(N2C(=O)NC3(CCCCC3)C2=O)cc1	-6%	6%	-16%
49	OCCN1CCN(Cc2cccc(Oc3ccc(Cl)cc3)c2)CC1	?	1%	?
50	Cn1nc(-c2ccc(F)cc2)nc2c(=O)n(C)c(=O)nc1-2	0.45µM*	1%	0.63µM*
51	COc1ccc(C(CNC(=O)CNC(=O)c2ccc(F)cc2)N2CCCC2)cc1 (stereo not drawn)	-5%	1%	16%
52	COc1ccc(/C=N/N=C2/NC(=O)C(CC(=O)O)S2)cc1OCc1ccc(Cl)cc1 (stereo not drawn)	0%	-2%	-4%
53	CS(=O)(=O)NCCOc1ccc(S(=O)(=O)N2CCCc3ccccc32)cc1	?	11%	?
54	COC(=O)C[C@H]1C=C[C@@H](NC(=O)Cc2cccnc2)[C@@H](CO)O1	-8%	.	4%
55	C[C@H]1CN([C@@H](C)CO)C(=O)Cc2cc(NS(=O)(=O)c3cn(C)cn3)ccc2O[C@@H]1CN(C)C(=O)Nc1ccc(F)cc1	-7%	1%	6%
56	Cc1cc(OC(F)F)ccc1NC(=S)NCCc1ccccc1	-6%	-1%[56.1 µM]	?
57	Cc1nn(-c2ccccc2)c(OC(=O)c2ccccc2Cl)c1S(=O)(=O)c1ccccc1	-8%	-8%	-24%
58	O=C(Nc1cc(S(=O)(=O)N2CCOCC2)ccc1N1CCOCC1)c1ccccc1F	?	1%	1%
59	CC(C(=O)Nc1ccc(F)c(F)c1F)N(C)Cc1cccs1 (stereo not drawn)	?	-8%	-2%
60	COc1cc(C2C3=C(COC3=O)Oc3cc4c(cc32)OCO4)cc(OC)c1O (stereo not drawn)	0.15µM*	.	0.65µM*

entry	canonical_smiles	TDP1 cell CPT	TDP1 block	DT40 TDP1 no CPT
61	COc1ccc(Cl)cc1C(=O)NNC(=O)COC(=O)c1ccc(Br)o1	?	.	-13%
62	COc1ccccc1N1CCN(S(=O)(=O)c2cccs2)CC1	-26%	1%	-14%
63	CCO[C@@H]1OC(C(N)=O)=C[C@H](c2cn(C(C)=O)c3ccccc23)[C@H]1CCCO	10%	-1%	-10%
64	Cc1ccc(Cl)cc1NC(=O)CC1NCCNC1=O (stereo not drawn)	-1%	3%[56.1 µM]	0%
65	Cc1ccc(-c2[nH]nc3c2C(c2ccsc2)C(C#N)=C(N)O3)cc1 (stereo not drawn)	-6%	10%	-28%
66	CN1c2cccc3cccc(c23)N(C)C1(C)C	-15%	12%	-13%
67	O=C(Cn1c(=O)n(CCCS(=O)(=O)C2CCCCC2)c(=O)c2ccccc21)Nc1ccc(F)c(Cl)c1	7%	2%	1%
68	O=C(CN1C(=O)c2ccccc2C1=O)Nc1ccccc1N1CCOCC1	-15%	0%	1%
69	CC(C)(C)C(=O)NNC(=O)c1cnccn1	-13%	.	12%
70	Cc1ccc(C)c(-c2csc(NC(=O)c3c(C)noc3C)n2)c1	?	1%	?
71	COc1ccc([C@@H]2[C@@H]3C(=O)N(C(C)(C)C)C(=O)[C@@H]3[C@]3(C)C(=O)N(c4cccc(C)c4)C(=O)N23)cc1	-5%	.	-3%
72	FC(F)(F)c1cccc(-c2cncc(N3CCN(CCN4CCCC4)CC3)n2)c1	23µM*	.	16µM*
73	Cc1cc(N)n(-c2ccccc2)n1	-10%	1%	2%
74	COC(CNC(=O)C1CCCN1C(=O)OCc1ccccc1)OC (stereo not drawn)	-15%	3%	-8%
75	COc1cc(OC)c(C2CC(=O)N3CN(c4ccccc4)CSC3=C2C#N)cc1OC (stereo not drawn)	?	6%	-10%
76	CC(C)CC(C(=O)NCc1ccccn1)N1C(=O)c2ccccc2C1=O (stereo not drawn)	-25%	4%	-1%
77	CC(=O)N1CCOc2cc(S(=O)(=O)NCc3ccccc3Cl)c(Cl)cc21	?	6.3µM*	-25%
78	CCc1ccc(C(=O)c2cn(CC(=O)Nc3cccc(C)c3C)c3nc(C)ccc3c2=O)cc1	?	0%	-15%
79	O=C(CNS(=O)(=O)c1cccs1)NCc1ccc(F)cc1	10%	-2%	-10%
80	COc1ccccc1-c1nc(SCc2ccccn2)n[nH]1	-2%	3%	-11%
81	CCN(C(=O)c1cc2c(=O)n3ccccc3nc2n1C)C1CCCCC1	?	5%	?
82	CCOC(=O)c1cc2c(=O)n3ccccc3nc2n(CC(C)C)c1=NC(=O)C(C)(C)Oc1ccc(Cl)cc1	-26%	6%	?
83	CC1CCCC(NC(=O)C2CCCN2S(=O)(=O)c2cccc3nsnc23)C1C (stereo not drawn)	?	0%	15µM*
84	CCC/C(=C1/c2ccccc2C(=O)N1c1ccccc1)c1ccc2[nH]ccc2c1	16µM*	0%	16µM*
85	O=c1[nH]c2ccc(Cl)cc2[nH]1	-6%	.	-23%
86	NC(=O)[C@H]1CC2(CC(c3cccc(NC(=O)COc4ccc(Cl)cc4)c3)=NO2)CN1C(=O)c1ccccc1C(=O)c1ccccc1 (stereo partly drawn)	21µM*	6%	18µM*
87	O=C(NCCCn1ccnc1)c1cccc(S(=O)(=O)N2CCCCCC2)c1	-24%	5%	?
88	CCCCOc1ccc(C(=O)Nc2ccc(N3CCN(C(=O)C(C)C)CC3)cc2)cc1	8.2µM*	4%	7.3µM*
89	N#Cc1ccc2[nH]cc(CCO)c2c1	2%	.	-11%
90	CCCOC(=O)c1c(-c2ccccc2)nc(CC)c(C(=O)SCC)c1CCC	?	1%[56.1 µM]	16µM*
91	Cc1ccc(N(Cc2ccc(C(=O)NN=C3CCN(C)CC3)cc2)S(C)(=O)=O)cc1C	-10%	5%	-30%
92	CNC(=S)N(CCc1c(C)[nH]c2ccc(F)cc12)Cc1ccco1	?	.	?

Compound activity as filed in PubChem.
